# HRP luminol no ALR = HRP/luminol detection interference without ALR, dose response, artefact control for ALR inhibitor project, biochemical, luminescence, no ALR or DTT; AC50 in µM for hits, for the others activity change, negative = inhibition, % at the top dose, mostly 10 µM; 2,500 tested, 15% active; HRP/H2O2 luminol luminescence counterscreen, no ALR;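 active = signal-lowering compounds whose fitted half-maximal concentration AC50 is no higher than ten times their top tested concentration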;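 note: 0% = median of neutral control wells and -100% = median of quercitin 100 µM wells; many of its hits are not listed in these tables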
# Numbers without * were called inactive. A portion of the library; rates above refer to the full screens.
SMILES,HRP luminol no ALR
COC(=O)c1c(NC(=O)CN2CCN(Cc3ccc4c(c3)OCO4)CC2)sc(C)c1C,1.6%
CCN(CC)c1ccc(NS(=O)(=O)c2ccc3c(c2)oc(=O)n3C)c(C)c1,-13%
COc1ccc(-c2c3c(=O)n(C)c(=O)n(C)c3cn2-c2ccc(O)cc2)cc1,-11%
O=C(NCc1ccco1)c1ccccc1NS(=O)(=O)c1ccc(Cl)s1,2.9%
CCC(=O)N1CCN=C1SCc1cccc(F)c1,-0.8%
Nc1nc(-c2c[nH]c3ccccc23)cs1,-0.9%
CCN1/C(=C2/SC(=S)NC2=O)Sc2ccccc21,0.0%
c1ccc2c(CCNc3ncnc4nc[nH]c34)c[nH]c2c1,0.4%
COc1cc(/C=N/N2C(=O)C3C4C=CC(CC4)C3C2=O)ccc1O (configuration not stated),-1.8%
CCCCN1C2=NC(c3ccccc3)CN2c2ccccc21 (configuration not stated),-4.9%
CCc1noc(C)c1C(=O)Nc1cc(Cl)ccc1N1CCCC1,-3.6%
CC(=O)N1CCN=C1SCc1c(F)cccc1Cl,-4.3%
CC(=O)Nc1ccc(S(=O)(=O)N2CCN=C2SCc2ccc([N+](=O)[O-])cc2)cc1,-3.2%
Cc1ccc(NC(=O)C2CCCN2C(=O)OCc2ccccc2)c(O)c1 (configuration not stated),-1.0%
COc1ccc(N=C2C(=O)Nc3ccccc32)cc1,-1.6%
Cc1ccc(NC(=O)C2CCCN(S(=O)(=O)c3cnc[nH]3)C2)cc1C (configuration not stated),1.1%
S=c1[nH]nc(Nc2ccccc2)s1,-8.0%
N#CC1=C(N)Oc2cc(N)ccc2C1C1CC=CCC1 (configuration not stated),-5.1%
NC(=O)C1CCN(C(=O)N2c3ccccc3Sc3ccccc32)CC1,-0.9%
CN(c1ccccc1)S(=O)(=O)c1cccc(C(=O)NCCc2ccc(O)c(O)c2)c1,-7.8%

# For reference, 19 of the compounds above:
SMILES,HRP luminol no ALR
CCN(CC)c1ccc(NS(=O)(=O)c2ccc3c(c2)oc(=O)n3C)c(C)c1,-13%
COc1ccc(-c2c3c(=O)n(C)c(=O)n(C)c3cn2-c2ccc(O)cc2)cc1,-11%
O=C(NCc1ccco1)c1ccccc1NS(=O)(=O)c1ccc(Cl)s1,2.9%
CCC(=O)N1CCN=C1SCc1cccc(F)c1,-0.8%
Nc1nc(-c2c[nH]c3ccccc23)cs1,-0.9%
CCN1/C(=C2/SC(=S)NC2=O)Sc2ccccc21,0.0%
c1ccc2c(CCNc3ncnc4nc[nH]c34)c[nH]c2c1,0.4%
COc1cc(/C=N/N2C(=O)C3C4C=CC(CC4)C3C2=O)ccc1O (configuration not stated),-1.8%
CCCCN1C2=NC(c3ccccc3)CN2c2ccccc21 (configuration not stated),-4.9%
CCc1noc(C)c1C(=O)Nc1cc(Cl)ccc1N1CCCC1,-3.6%
CC(=O)N1CCN=C1SCc1c(F)cccc1Cl,-4.3%
CC(=O)Nc1ccc(S(=O)(=O)N2CCN=C2SCc2ccc([N+](=O)[O-])cc2)cc1,-3.2%
Cc1ccc(NC(=O)C2CCCN2C(=O)OCc2ccccc2)c(O)c1 (configuration not stated),-1.0%
COc1ccc(N=C2C(=O)Nc3ccccc32)cc1,-1.6%
Cc1ccc(NC(=O)C2CCCN(S(=O)(=O)c3cnc[nH]3)C2)cc1C (configuration not stated),1.1%
S=c1[nH]nc(Nc2ccccc2)s1,-8.0%
N#CC1=C(N)Oc2cc(N)ccc2C1C1CC=CCC1 (configuration not stated),-5.1%
NC(=O)C1CCN(C(=O)N2c3ccccc3Sc3ccccc32)CC1,-0.9%
CN(c1ccccc1)S(=O)(=O)c1cccc(C(=O)NCCc2ccc(O)c(O)c2)c1,-7.8%

# Quoted at random: 2 entries already listed.
SMILES,HRP luminol no ALR
CC(=O)N1CCN=C1SCc1c(F)cccc1Cl,-4.3%
CCc1noc(C)c1C(=O)Nc1cc(Cl)ccc1N1CCCC1,-3.6%

# Continued.
SMILES,HRP luminol no ALR
O=C(NCc1cccs1)C(=O)NCC(c1ccco1)N1CCN(c2ccccc2)CC1 (configuration not stated),3.5%
CCN(CC)CCN1c2ccccc2Sc2ccccc21,-2.1%
COc1cccc(N2CCN(C(=O)c3cc(C)oc3C)CC2)c1,-2.3%
CCN(CC)c1ccc(NC(=O)c2ccc(Br)o2)c(C)c1,-5.7%
C[C@H](NC(=O)c1cc2c(cn1)[nH]c1ccccc12)C(=O)O,-1.7%
Cc1cc(N2CCN(c3ccccc3)CC2)n2ncnc2n1,-4.7%
S=c1[nH]nc(-c2ccccn2)n1/N=C/c1cccc2ccccc12,-12%
Cc1noc(C)c1S(=O)(=O)NCCN1CCN(c2ccccc2)CC1,-3.4%
CCn1c(CCn2c3ccccc3c3ccccc32)n[nH]c1=S,1.0%
O=C(CCn1cnnn1)N1CCCC(Nc2ccc(F)cc2)C1 (configuration not stated),-0.4%
COC(=O)c1ccc(CN2CCc3ccccc32)cc1,-1.0%
N#Cc1ccccc1CN1C(=O)S/C(=C/c2cccn2-c2ccc(C(=O)O)cc2)C1=O,-5.8%
CC1=NN(C(=O)c2ccc(Br)cc2)C(O)(c2ccccc2)C1 (configuration not stated),0.7%
Cc1ccc(-c2nc(-c3ccc(Cl)cc3)sc2CC(=O)O)c(C)c1,-1.4%
Fc1ccc(-n2c(-c3ccc4c(c3)OCO4)n[nH]c2=S)cc1Cl,-9.9%
COc1ccc(C(=O)c2ccc(Cl)c([N+](=O)[O-])c2)cc1,-2.6%
CC1(C)Nc2ccccc2N(Cc2ccc([N+](=O)[O-])cc2)C1=O,-1.9%
Cc1[nH]c(C)c(S(=O)(=O)NCc2ccc(N(C)C)cc2)c1C(=O)N1CCCC1,-2.1%
CC(NC(=O)c1ccc(N2CCCC2)c([N+](=O)[O-])c1)c1ccc(S(N)(=O)=O)cc1 (configuration not stated),-4.5%
Cc1cc(C)nc(Sc2c(C)nn(-c3ccccc3)c2C)n1,-0.7%
CC(C)c1ccc(NC2CCCN(C(=O)c3cc(C(C)C)nc(N)n3)C2)cc1 (configuration not stated),-1.4%

# Screening data as filed in PubChem.
